High-throughput results: PubChem, several laboratories
m-calpain inh: inhibitors of pig calpain II; purified calpain II, fluorogenic peptide substrate, 30 min; inhibition, % at 16 µM; 0.37% of 220,000 active; AID 1236;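 active = inhibition above about 50%, limit read from the data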
Furin inh: blocks human furin protease activity; inhibition, % at 30 µM; 0.061% of 220,000 active; AID 463115; P09958; purified furin, fluorogenic substrate cleavage; in the data active = inhibition above about 25%; also: inactives centre near -15
RBBP9 inhibitor: blocks human serine hydrolase RBBP9; recombinant RBBP9, FP-Rh probe fluorescence polarization; O75884; 0.2% of 220,000 active; inhibition, % at 7.94 µM; AID 1515;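 active = inhibition above the campaign mean of all tested compounds plus 3 SD, cut at about 14% in these data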;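 also: plate controls were DMSO wells with RBBP9 for no effect and wells lacking RBBP9 protein for full effect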
Target sequence (O75884 whole entry, looked up): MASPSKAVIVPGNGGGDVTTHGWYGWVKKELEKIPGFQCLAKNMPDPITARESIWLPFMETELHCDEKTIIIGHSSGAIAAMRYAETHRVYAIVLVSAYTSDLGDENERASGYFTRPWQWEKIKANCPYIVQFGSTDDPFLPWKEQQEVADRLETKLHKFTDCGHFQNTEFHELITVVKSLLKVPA
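Measured by: FP readout at 525/598 nm; material: recombinant human RBBP9; also added: Serine-hydrolase probe FP-Rh, 375 nM pre-mixing; medium: Tris buffer pH 8.0, NaCl, Pluronic; replication: one well per compound; doses: one concentration, 7.94 µM nominal, 0.794% DMSO; timing: preincubation 30 min plus labeling 45 min at 25 °C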
p97 inhibitor: human p97 ATPase inhibition; recombinant p97 ATPase, Kinase-Glo ATP luminescence, 3 h; 0.42% of 220,000 active; AID 1481; inhibition, % at 8 µM; in the data active = inhibition above about 15%;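 also: 0% = DMSO vehicle and 100% = wells lacking enzyme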
Runt-SMMHC FRET: Runt domain-CBFb-SMMHC interaction inhibition; 0.74% of 220,000 active; Q01196+Q13951; inhibition, % at 20 µM; Cerulean-Runt/Venus-CBFb-SMMHC FRET ratio 530/480, 1 h; AID 1434;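 active = mean inhibition across duplicate retests at 20 µM reaching about 50%, limit read from the data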;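 also: 0% = DMSO wells and 100% = wells with excess untagged CBFb-SMMHC; inhibitors lower the FRET ratio by blocking Runt binding to CBFb-SMMHC; some results filed as inactive read as strong as hits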
Target sequence (Q01196 whole entry, looked up, the tested form may be a part): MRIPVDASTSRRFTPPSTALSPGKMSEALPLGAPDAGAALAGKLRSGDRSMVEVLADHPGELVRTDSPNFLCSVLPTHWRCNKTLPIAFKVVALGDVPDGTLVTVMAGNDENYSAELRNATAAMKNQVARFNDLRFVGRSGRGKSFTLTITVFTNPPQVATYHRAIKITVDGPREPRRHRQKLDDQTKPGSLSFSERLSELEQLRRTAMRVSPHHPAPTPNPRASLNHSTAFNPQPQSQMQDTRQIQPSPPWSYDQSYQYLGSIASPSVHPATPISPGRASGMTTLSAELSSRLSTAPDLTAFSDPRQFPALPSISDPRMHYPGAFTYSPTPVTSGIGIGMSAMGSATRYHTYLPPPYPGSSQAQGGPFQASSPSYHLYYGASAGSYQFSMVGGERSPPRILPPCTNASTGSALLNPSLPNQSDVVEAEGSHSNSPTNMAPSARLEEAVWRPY
Target sequence (Q13951 whole entry, looked up, the tested form may be a part): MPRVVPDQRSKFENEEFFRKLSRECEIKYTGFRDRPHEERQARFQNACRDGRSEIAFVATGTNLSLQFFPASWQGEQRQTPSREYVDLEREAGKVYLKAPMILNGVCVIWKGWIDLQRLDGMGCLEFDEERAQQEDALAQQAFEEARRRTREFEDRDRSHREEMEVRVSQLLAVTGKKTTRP
Tb hexokinase: T. brucei hexokinase 1 inhibition; recombinant TbHK1, G6PDH-coupled NADH A340; inhibition, % at 10 µM; 0.11% of 220,000 active; AID 1430;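 active = inhibition of 50% or more in the single-dose primary screen; inactive = inhibition below 50%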
EBV gp42 block: blocks Epstein-Barr virus glycoprotein 42 binding; Q1HVG2; Fluorescence polarization binding assay, mP read-out; inhibition, % (tested at 21.74 µM); 0.42% of 220,000 active; AID 1085; in the data active = inhibition above about 50%
Target sequence (Q1HVG2 whole entry, looked up): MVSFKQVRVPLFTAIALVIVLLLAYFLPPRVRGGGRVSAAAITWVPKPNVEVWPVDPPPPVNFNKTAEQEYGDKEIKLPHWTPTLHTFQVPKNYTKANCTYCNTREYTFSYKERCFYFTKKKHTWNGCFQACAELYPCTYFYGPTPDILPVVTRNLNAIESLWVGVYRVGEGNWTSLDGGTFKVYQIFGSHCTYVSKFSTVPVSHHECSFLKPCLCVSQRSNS
Runt-CBFb FRET: blocks binding of human RUNX1 Runt domain to CBFb; Q01196+Q13951; Cerulean-Runt/Venus-CBFb FRET ratio 530/480, 1 h; inhibition, % at 20 µM; 0.46% of 220,000 active;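 active = inhibition over about 50% at 20 µM in the single-dose screen, limit read from the data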;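 also: 0% = DMSO wells and 100% = excess unlabeled CBFb competitor control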
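test system = Cerulean-Runt domain fusion protein, energy donor | probe or stimulus = Venus-CBFb binding partner, 100 nM | incubation = two 1 h room-temperature incubations shielded from light | detection = fluorescence energy transfer, 422 nm excitation, 530/480 nm emission | measure = loss of energy transfer signal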
NCF1 inh: p47phox (human) inhibition; P14598; p47phox/p22phox peptide binding, fluorescence polarization, 2 h; inhibition, % at 24.7 µM; 0.53% of 220,000 active; AID 1274;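 active = inhibition above about 30%, limit read from the data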;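 also: 0% = p47phox with labelled peptide and 100% = labelled peptide alone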
Numbers without * were called inactive; · = not tested or not shown; [ ] = remark or other dose.

SMILES	m-calpain inh	Furin inh	RBBP9 inhibitor	p97 inhibitor	Runt-SMMHC FRET	Tb hexokinase	EBV gp42 block	Runt-CBFb FRET	NCF1 inh
NC(=O)c1cc(C(=O)c2ccccc2Cl)c[nH]1	-14.9	-5.5	-1.6	3.4	-0.3	1.9	-2.7	-0.3	-8.0
CCCCCC1CC(CC(=O)Nc2ccc([N+](=O)[O-])cc2)C(=O)O1 (centres undefined)	25.0	-10.5	-5.3	6.3	-6.1	-3.1	-21.0	0.0	-6.6
COc1ccc(C(=O)NCc2cn3cccc(C)c3n2)cc1OC	-5.7	-19.0	-6.0	-10.3	-1.7	-6.0	-17.4	-1.0	0.2
COC(=O)c1sccc1NC(=O)/C=C/c1ccc(Cl)cc1	-65.3	-17.2	6.0	0.3	-3.0	-7.2	-12.9	0.0	-6.4
Cc1ccc(Cl)cc1N1CCN(C(=O)c2cc3c(=O)n(C)c4ccccc4c3n2C)CC1	-120.5	-26.6	-3.3	-1.0	-10.2	-16.4	-18.2	-25.9	-20.3
O=S(=O)(Nc1cccc(S(=O)(=O)N2CCOCC2)c1)c1ccc(Cl)s1	-21.4	-19.6	-5.8	4.0	1.6	-5.3	-9.2	-0.3	4.1
CCn1c(SCC(=O)N(C)C2CCS(=O)(=O)C2)nnc1-c1cccs1 (centres undefined)	-37.9	-12.7	-2.6	-2.7	3.2	-7.1	-4.8	0.9	-7.0
Oc1cc2c(cc1O)[C@@H](c1ccccc1)CNCC2	-6.6	-3.3	11.8	8.3	34.5	4.0	-17.8	38.5	0.3
COc1ccc(-n2c(=O)/c(=C\c3cccs3)s/c2=C(/C#N)C(=O)NCCN2CCOCC2)cc1	-98.0	-13.3	-2.0	5.2	-158.2	-3.9	-69.2	-159.4	-55.0
O=C(Nc1ccc2c(c1)OCCO2)C1CCCN(S(=O)(=O)Cc2ccccc2)C1 (centres undefined)	-13.2	1.0[20 µM]	2.0	0.6	-5.6	-13.6	-6.1	2.3	-5.1
COc1cc2c(cc1OC)C(c1ccccc1)N(S(C)(=O)=O)CC2 (centres undefined)	-19.3	-22.1	-2.7	1.1	-1.5	-2.6	2.6	1.6	3.8
CCOC(=O)c1c[nH]c2c(C)ccc(Cl)c2c1=O	14.9	-4.7	-8.7	2.0	-0.9	-4.5	3.3	0.8	-7.6
CCC(C)(C)NC(=O)C(c1ccccn1)N(C(=O)c1csnn1)c1ccc(C)c(C)c1 (centres undefined)	-24.1	-13.0	-13.1	1.8	-0.1	4.0	3.7	-1.6	-3.3
CCN1CCN(C(=O)Cn2c(=O)sc3ccccc32)CC1	-6.4	-23.7	·	·	-2.0	-2.5	-21.2	1.0	-13.6
O=C(CCCSc1nc2ccccc2s1)Nc1nccs1	11.8	-15.2	-7.6	-5.7	-0.2	7.9	-29.9	0.2	-17.3
CCSc1nc2ccccc2n1C(=O)c1ccc(S(=O)(=O)N2CCCCC2)cc1	1.8	0.4[20 µM]	1.5	-3.4	1.9	6.8	8.9	0.1	-13.7
CC1CCCCN1C(=O)COc1ccc(F)cc1 (centres undefined)	-8.5	-23.1	-5.4	2.2	-3.1	-3.1	-6.4	1.6	-8.5
C=C(C)CNC(=S)N/N=C/C1=CCC2CC1C2(C)C (centres undefined)	13.0	-9.6	2.2	0.9	0.4	4.2	-6.2	-2.0	-11.3
Cc1ccccc1Oc1nc2ccccn2c(=O)c1/C=C(\C#N)C(=O)Nc1c(C)n(C)n(-c2ccccc2)c1=O	-48.0	-16.8	-7.8	1.9	16.3	-12.8	-3.4	4.7	-14.9
O=C(COc1ccc(C(=S)N2CCOCC2)cc1)Nc1ccccc1C(F)(F)F	12.6	-8.4	2.5	-0.7	0.2	7.7	9.2	-1.7	-14.1
Cc1ccc2cc(C(c3nnnn3C3CCCC3)N(Cc3ccco3)Cc3cccs3)c(=O)[nH]c2c1 (centres undefined)	-193.5	-20.0[20 µM]	1.5	0.7	8.1	-22.1	-24.9	28.9	-13.3
COC(=O)c1ccc(CSc2nnc(-c3ccccc3)n2C)o1	-16.6	-27.8	-2.7	4.2	-0.8	0.5	-12.7	1.0	-3.9
FC(F)(F)c1cc(-c2ccco2)nc(NCc2cccnc2)n1	-78.4	-24.9	-6.5	0.2	-6.8	-15.3	-16.1	-7.6	-4.8
Cc1cc(C)cc(Oc2nc(-c3ccccc3)cc(C)c2S(C)(=O)=O)c1	50.3*	-8.7[20 µM]	-3.6	0.9	-2.1	21.9	-10.9	-0.4	-3.2

Whole records, looked up by structure.
`CCSc1nc2ccccc2n1C(=O)c1ccc(S(=O)(=O)N2CCCCC2)cc1` is entered as m-calpain inh: 1.8; Furin inh: 0.4[20 µM]; RBBP9 inhibitor: 1.5; p97 inhibitor: -3.4; Runt-SMMHC FRET: 1.9; Tb hexokinase: 6.8; EBV gp42 block: 8.9; Runt-CBFb FRET: 0.1; NCF1 inh: -13.7
`Cc1cc(C)cc(Oc2nc(-c3ccccc3)cc(C)c2S(C)(=O)=O)c1` is entered as m-calpain inh: 50.3*; Furin inh: -8.7[20 µM]; RBBP9 inhibitor: -3.6; p97 inhibitor: 0.9; Runt-SMMHC FRET: -2.1; Tb hexokinase: 21.9; EBV gp42 block: -10.9; Runt-CBFb FRET: -0.4; NCF1 inh: -3.2
`NC(=O)c1cc(C(=O)c2ccccc2Cl)c[nH]1` is entered as m-calpain inh: -14.9; Furin inh: -5.5; RBBP9 inhibitor: -1.6; p97 inhibitor: 3.4; Runt-SMMHC FRET: -0.3; Tb hexokinase: 1.9; EBV gp42 block: -2.7; Runt-CBFb FRET: -0.3; NCF1 inh: -8.0

(further entries)
SMILES	m-calpain inh	Furin inh	RBBP9 inhibitor	p97 inhibitor	Runt-SMMHC FRET	Tb hexokinase	EBV gp42 block	Runt-CBFb FRET	NCF1 inh
Cc1ccc2nc(SCCC(=O)O)cc(C)c2c1	2.8	-15.4[20 µM]	-4.3	3.1	-3.4	-24.0	-13.6	0.7	-8.0
CCn1c(CNc2ccccc2Cl)nnc1SCC(=O)OC1CCCCC1	32.6	-18.8	-4.1	-6.5	2.2	-3.1	-9.1	-2.6	-6.3
Cc1ccc(S(=O)(=O)N2CCN(CC(=O)N/N=C/c3ccc(C)o3)CC2)cc1	1.4	-23.9	2.0	-1.1	-2.1	-3.0	-6.2	0.4	-19.5
O=C1C(=O)N(CCN2CCOCC2)C(c2ccccn2)/C1=C(/O)c1ccccc1 (centres undefined)	10.3	2.8	-0.1	-1.4	5.8	-30.4	-3.0	7.9	-9.9
Cc1nn(C(C)C)c(C)c1CN1CCN(Cc2ccsc2)C(CCO)C1 (centres undefined)	7.3	-3.8	1.7	1.4	-1.8	2.8	-3.6	-0.1	-0.7
COC(=O)c1ccc(OC)c(CSc2nnc(COc3ccccc3)o2)c1	11.9	-13.1	-2.6	0.7	-7.8	-1.5	-10.8	-1.1	-6.3
CCNC(=O)Cc1c(OC)ccc2cc(Br)ccc12	12.0	-22.1	7.4	-3.0	3.5	-3.2	2.2	0.5	2.0
C/C(CC1CC(COCC(C)C)OC1=O)=N\Nc1nc(-c2ccccc2)cs1 (centres undefined)	-239.5	-14.7[20 µM]	4.5	2.3	0.6	-4.1	-2.1	2.9	-10.1
CCn1c(C)cc(/C=C2\NC(=O)N(CC(=O)Nc3cccc(C)c3)C2=O)c1C	-118.8	-0.4[20 µM]	-7.4	-3.9	-8.5	-13.2	-8.2	-3.0	6.3
CCC(C)(C)NC(=O)/C=C/c1ccccc1[N+](=O)[O-]	-4.5	-27.1	-5.9	3.4	-3.0	-7.1	-12.8	1.1	-8.2
CCCCn1c(=O)[nH]c(=O)c2c1ncn2Cc1ccco1	-0.3	-22.5[20 µM]	-1.8	4.3	4.0	-1.7	8.2	5.2	-29.3
Cc1ccccc1N1C(=O)C2ON(c3ccccc3)C(c3ccncc3)C2C1=O (centres undefined)	-17.4	-31.1	-6.4	0.6	0.9	-2.5	-3.2	-2.3	-10.0
Cc1cc(C)cc(N=C(NO)c2cccc([N+](=O)[O-])c2)c1	19.9	-11.6[20 µM]	-8.9	1.1	1.2	0.5	-5.3	0.1	-3.3
COc1ccc(OC)c(/C=N/N=C(\N)c2nonc2N)c1	12.3	-15.2	-4.6	4.0	-0.8	-40.0	-12.2	1.4	-3.7
CC1=NN(c2ccc(Cl)cc2)C(=O)C1C(c1ccccc1O)c1c(C)[nH]n(-c2ccc(Cl)cc2)c1=O (centres undefined)	-68.2	-18.6	7.2	32.3*	-7.0	-7.8	-10.6	-0.2	-13.5
O=C(O)/C=C/C(=O)Nc1ccccc1SC(F)(F)F	-20.4	-15.3	1.9	2.5	18.5	1.3	-1.5	28.0	-3.9
Cc1ccc(S(=O)(=O)N2CCN(C(=O)CCN3C(=O)c4ccccc4C3=O)CC2)cc1C	6.5	-16.5	-4.9	-0.4	5.7	25.2	-20.9	-0.8	-12.2
COc1ccc(OCC(O)CNC(=O)/C=C/c2cccc([N+](=O)[O-])c2)cc1 (centres undefined)	-19.9	-13.2	-6.4	-5.3	-2.0	-3.2	2.3	-1.8	-5.8
COc1cc(C2N(C)CCC3(OCCO3)C2(C)C)cc(OC)c1OC (centres undefined)	-3.1	9.3	-4.4	3.0	-0.4	22.2	-13.5	-0.4	-5.3
O=C(Nc1cccc(NC(=O)c2ccc(-c3cccc(Br)c3)o2)c1)c1ccco1	-198.3	-18.4	-62.9	2.9	1.8	-23.5	-13.8	5.3	-71.8
O=C(NCC1COc2ccccc2O1)C1CCC(CNc2c(N3CCCCC3)c(=O)c2=O)CC1 (centres undefined)	11.2	-22.9	·	·	2.3	-5.7	-14.3	1.8	-15.9
Cc1ccc2nc(NCc3ccc(F)cc3)c3nncn3c2c1	-30.4	-20.0	-9.5	2.2	0.3	-25.3	-33.5	0.6	-14.2
c1ccc(-c2cc(-c3ccccc3)n3ncnc3n2)cc1	-40.6	-14.7	-7.6	-0.5	2.3	-8.2	1.6	-0.1	1.9
O=C(Oc1coc(CSc2nnc(NC(=O)c3cccs3)s2)cc1=O)c1ccccc1	-38.6	-8.1	-5.5	7.3	0.1	-6.7	14.3	-1.1	-11.8
Cc1ccc2nc(N3CCN(S(=O)(=O)c4ccc5c(c4)OCCO5)CC3)c(C#N)cc2c1	-149.6	-10.5[20 µM]	-3.5	-2.3	32.8	-7.9	-40.5	10.0	-23.8
O=C(COc1ccccc1)NCC1(N2CCCCC2)CCCCC1	7.6	-16.0	5.4	3.4	-0.9	-1.6	-3.7	-3.5	-20.8
O=C(O)CCCC(=O)OCCCCc1cccs1	20.0	-30.9	-2.9	1.3	0.7	2.4	-4.8	-3.1	-1.1
CCn1nnnc1NC(=O)c1cccc(OC)c1	-22.7	-24.9	-3.6	0.4	-0.2	-2.1	-8.1	-0.8	-10.3
Cc1cc(C)c2c(NC(=S)NC(=O)c3ccccc3)nn(C)c2n1	8.0	-17.2	-5.4	-5.9	-1.9	-1.3	11.2	0.1	-0.1
CCCCCCCCSc1nnc(/N=C/N(C)C)s1	9.8	-8.7	-1.1	2.9	-3.9	-12.1	-7.1	-0.4	-14.2
COc1cc(C(=O)NC(C)c2cnn(-c3ccccc3C)c2C)cc(OC)c1OC (centres undefined)	-20.5	-23.8	-9.5	2.5	·	-3.7	-12.2	·	-4.9
Cc1cc(NC(=O)c2ccccc2F)n(-c2nc3ccccc3[nH]2)n1	8.4	-23.0	-9.1	4.9	2.7	-17.3	-5.7	-2.2	2.7
Cc1ccc(N=Cc2cc3c(cc2O)OC(N)=C(C#N)C3c2ccccc2)cc1 (centres undefined)	-10.8	-8.3	-1.4	1.8	116.6*	-25.9	-69.6	79.0*	-49.8
